LYPLA1 counter – counter-screen for PME1 inhibitors: inhibitors of human LYPLA1; O75608; recombinant LYPLA1, FP-Rh probe fluorescence polarization; inhibition, % at 5.9 µM; hit rate 0.16% among 320,000; AID 2174;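 active means inhibition above the mean of all tested compounds plus 3 SD, set per campaign, cut at about 14% in these data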;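 further: inhibitors block serine hydrolase probe labeling of LYPLA1 so polarization falls; 0% = enzyme with DMSO and 100% = wells lacking LYPLA1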
Target sequence (O75608 whole entry, looked up): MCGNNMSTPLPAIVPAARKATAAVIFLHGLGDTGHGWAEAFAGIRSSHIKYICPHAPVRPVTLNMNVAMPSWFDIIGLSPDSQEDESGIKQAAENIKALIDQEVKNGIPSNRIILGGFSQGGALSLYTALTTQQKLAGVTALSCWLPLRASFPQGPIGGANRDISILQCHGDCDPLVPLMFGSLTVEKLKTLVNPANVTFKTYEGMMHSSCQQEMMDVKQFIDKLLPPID
PAFAH1B2 inh – blocks human PAF acetylhydrolase 1b catalytic subunit 2; recombinant PAFAH1B2, FP-rhodamine activity probe, fluorescence polarization; inhibition, % at 3.39 µM; hit rate 1.2% among 340,000;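 active means inhibition above the mean of all tested compounds plus 3 SD, cut at about 24% in these data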;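 further: 0% = enzyme with DMSO and 100% = wells lacking PAFAH1B2; many of its hits are not listed in these tables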
PME-1 inh – blocks human protein phosphatase methylesterase 1; inhibition, % at 5.9 µM; hit rate 0.53% among 320,000; recombinant PME-1, FP-Rh probe fluorescence polarization; Q9Y570;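 active means inhibition above the campaign mean of all compounds plus 3 SD, cut at about 26% in these data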;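 further: competitive labeling of PME-1 active site by serine hydrolase directed probe; 0% = PME-1 with DMSO and 100% = wells lacking PME-1 enzyme; inhibitors block probe labeling so polarization falls and inhibition rises; many of its hits are not listed in these tables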
pPAFAH FP inh – inhibitors of human plasma PAF acetylhydrolase (pPAFAH); AID 463082; recombinant pPAFAH, FP-rhodamine probe fluorescence polarization; Q13093; hit rate 1.5% among 330,000; inhibition, % at 3.39 µM;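 active means inhibition above the mean inhibition across the screen plus 3 SD, cut at about 25% in these data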;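 further: inhibitors block binding of the rhodamine activity-based probe so polarization drops; 0% = enzyme with DMSO and 100% = wells lacking pPAFAH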
PREPL inhibitor – human PREPL enzyme inhibition; recombinant PREPL, fluorescence polarization activity-based probe; Q4J6C6; AID 2751; inhibition, % at 5.96 µM; hit rate 0.68% among 320,000; in the data active means inhibition above about 43%;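 further: 0% = enzyme with DMSO and 100% = wells lacking enzyme; many of its hits are not listed in these tables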
GSTO1 inh – counter-screen for RBBP9 inhibitors: inhibitors of human GSTO1. P78417. recombinant GSTO1, activity-based probe fluorescence polarization. inhibition, % at 5.96 µM. hit rate 1.1% among 300,000;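 active means inhibition above the campaign mean inhibition plus 3 SD, cut at about 35% in these data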;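 further: 0% = GSTO1-1 with DMSO and 100% = wells lacking GSTO1-1 enzyme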
Target sequence (P78417 whole entry, looked up): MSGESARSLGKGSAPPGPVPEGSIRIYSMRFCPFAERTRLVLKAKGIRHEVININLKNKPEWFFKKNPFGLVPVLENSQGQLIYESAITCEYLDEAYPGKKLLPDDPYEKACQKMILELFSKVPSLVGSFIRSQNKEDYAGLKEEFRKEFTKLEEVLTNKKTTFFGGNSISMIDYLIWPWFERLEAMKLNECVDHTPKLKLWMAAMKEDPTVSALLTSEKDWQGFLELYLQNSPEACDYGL
PAFAH1B3 FP inh – blocks human PAF acetylhydrolase 1B catalytic subunit 3. Q15102. recombinant PAFAH1B3, FP-rhodamine probe, fluorescence polarization. inhibition, % at 3.39 µM. hit rate 0.28% among 340,000. AID 492972;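 active means inhibition above the screen-wide average of all tested compounds plus 3 SD, cut at about 25% in these data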;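 further: 0% = enzyme with DMSO only and 100% = wells lacking PAFAH1B3 protein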
Target sequence (Q15102 whole entry, looked up): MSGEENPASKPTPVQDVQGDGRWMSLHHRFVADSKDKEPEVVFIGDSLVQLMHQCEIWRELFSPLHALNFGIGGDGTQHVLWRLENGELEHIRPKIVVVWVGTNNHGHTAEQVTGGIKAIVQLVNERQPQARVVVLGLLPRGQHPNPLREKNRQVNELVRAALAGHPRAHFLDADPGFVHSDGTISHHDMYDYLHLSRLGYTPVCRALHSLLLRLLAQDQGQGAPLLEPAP
LYPLA2 counter – LYPLA2 (human) inhibition in PME1 counter-screen; O95372; recombinant LYPLA2, FP-Rh probe fluorescence polarization; inhibition, % at 5.9 µM; hit rate 0.38% among 320,000;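 active means inhibition above the screen-wide mean plus 3 SD, limit set per campaign, cut at about 26% in these data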;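 further: 0% = LYPLA2 with DMSO and 100% = wells lacking LYPLA2 enzyme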
Target sequence (O95372 whole entry, looked up): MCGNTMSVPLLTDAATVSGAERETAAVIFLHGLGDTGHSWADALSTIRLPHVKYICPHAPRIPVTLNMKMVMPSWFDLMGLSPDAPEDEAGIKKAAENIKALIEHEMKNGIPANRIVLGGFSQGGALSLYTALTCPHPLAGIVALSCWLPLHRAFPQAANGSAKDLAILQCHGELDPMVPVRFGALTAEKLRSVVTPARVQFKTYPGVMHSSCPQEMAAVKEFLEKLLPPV
PAD4 FP inh – PAD4 (human) enzyme inhibition | Q9UM07 | recombinant PAD4, RCA probe fluorescence polarization | inhibition, % at 6.36 µM | hit rate 0.41% among 330,000;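 active means percent inhibition above a cutoff equal to the mean of all tested compounds plus 3 SD, cut at about 15% in these data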;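 further: 0% = PAD4 with RCA probe and DMSO and 100% = probe without PAD4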
* marks the source's active call; other numbers are inactive results; · = not tested or not shown. Only part of the results is shown (hit frequency here may not be typical).

The line under a structure holds: LYPLA1 counter	PAFAH1B2 inh	PME-1 inh	pPAFAH FP inh	PREPL inhibitor	GSTO1 inh	PAFAH1B3 FP inh	LYPLA2 counter	PAD4 FP inh
(1) Cc1onc(-c2c(F)cccc2Cl)c1C(=O)NCCc1ccncc1
    0	-3	-9	-3	-4	1	-6	-1	-6
(2) CCOc1ccccc1NC(=O)c1cc(C(=O)c2cc(Br)ccc2O)coc1=N
    -23	-4	-22	-9	-1	-45	-3	-42	-6
(3) NC(=O)C1(c2ccccc2)CCC(=O)N1c1ccccc1 (centres undefined)
    2	6	2	-2	10	-1	4	-1	-2
(4) CCCN(CCC)C(=O)c1c(NC(=O)CC)sc2c1CCCCC2
    -1	0	1	1	2	2	-2	-5	-3
(5) C=CCn1c(SCC(=O)OCC)nc2cc(C(=O)NCc3ccco3)ccc2c1=O
    -8	7	2	-1	11	5	11	-13	1
(6) Cc1nccn1CC(=O)O
    -6	·	-6	-8	7	1	·	-9	-1
(7) CC(C)(C)N(Cc1cc2ccccc2[nH]c1=O)C(=O)C1CCCCC1
    0	-5	-1	4	14	7	6	2	2
(8) Cc1ccc(S(=O)(=O)N2CCOc3ccccc32)c(C)c1NS(C)(=O)=O
    -3	7	7	6	2	8	9	-1	3
(9) CSc1ccc(C2=CC(=O)C[C@H](c3ccc(F)cc3)C2)cc1
    -2	5	-3	8	-4	·	13	7	-3
(10) Cc1cc(C)cc(NC(=O)CSc2nnc(CNC(=O)c3cccs3)o2)c1
    0	3	1	4	-11	4	7	4	-2
(11) Cc1nc2c(sc(=S)n2Cc2ccco2)c(=O)n1CC(=O)Nc1ccccc1Cl
    -2	-7	-3	-3	21	-4	5	-3	-1
(12) O=C(Nc1ccc2nc3n(c(=O)c2c1)CCCC3)c1ccccc1F
    1	4	0	5	2	2	-2	-2	1
(13) O=C(CCCCCN1C(=O)c2cccc3cccc(c23)C1=O)NC1CCS(=O)(=O)C1 (centres undefined)
    -4	2	-2	1	32	-1	2	1	0
(14) O=C(Nc1ccccc1)Oc1ccc[nH]c1=O
    -2	5	-2	4	6	13	-1	-3	-10
(15) CCC(=O)Nn1c(C)nnc1C
    0	-4	2	1	-8	5	7	-1	-1
(16) O=S(=O)(c1cccs1)N1CCCc2ccccc21
    2	9	0	7	-29	0	-2	2	-1
(17) O=C(Nc1cccc(C(F)(F)F)c1)c1cccnc1N1CCN(CCO)CC1
    -2	1	2	-1	-1	-1	-1	-1	3
(18) CCOC(=O)C1=C(N)Oc2c(oc(CO)cc2=O)C1c1ccccc1 (centres undefined)
    7	-2	1	2	-2	7	3	8	0
(19) CCN(CC)c1ccc(NC(=O)CSc2nc3nc(C)cc(C)c3c(=O)[nH]2)cc1
    1	7	-1	15	3	21	5	1	-5
(20) Cc1cccc(C)c1NC(=O)CNC(=O)C(C)NC(C)c1ccccc1Br (centres undefined)
    4	3	-6	-7	-1	·	10	1	0
(21) CC1Cc2c([nH]c3ccccc23)C(=O)N1 (centres undefined)
    -1	7	1	8	1	-3	6	0	-3
(22) COC(OC)c1ccc(C#N)c(SCc2ccc(C)cc2)n1
    -1	2	2	-5	0	-9	0	3	-2
(23) CC(C)(C)[C@H]1C=C(C(N)=O)O[C@@H](OCc2ccc(CO)cc2)C1
    -1	5	3	2	0	3	4	3	2
(24) O=C(c1ccc(Cl)cc1[N+](=O)[O-])N1CCOCC1
    3	3	-4	3	1	-8	5	4	-4
(25) COc1cccc2cc(C(=O)N(C)C3CCN(C)CC3)c(=O)oc12
    8	2	5	3	10	4	6	9	2
(26) CCCN1C2=NCCN2c2cc(C)c(C)cc21
    0	3	-8	-5	3	12	-7	1	-1
(27) CC(=O)c1cccc(NC(=O)/C=C/c2ccc(S(=O)(=O)N3CCOCC3)cc2)c1
    ·	0	·	1	6	·	8	·	0
(28) O=C(Nc1ccccc1)Nc1ccncc1
    1	-3	0	1	14	1	4	-2	-11
(29) NC(=O)C1CCN(c2ncc(C(F)(F)F)cc2Cl)CC1
    0	3	-2	-3	2	3	8	-3	-3
(30) CN(Cc1ccccc1)/C(=N/O)c1cccc(Cl)c1
    0	10	-2	1	5	11	4	-1	-5
(31) CCCN(CCC)CCCNC(=O)c1ccc(CS(=O)(=O)c2c(Cl)cccc2Cl)o1
    2	3	0	5	-52	-4	15	11	3
(32) COC(C)c1oc2c(C)c3oc(=O)cc(C)c3cc2c1C (centres undefined)
    -3	0	-8	-10	4	0	10	1	-1
(33) CC1(C)CC(=O)c2sc(NC(=O)Cc3cccs3)nc2C1
    -3	0	4	-4	0	-6	5	-6	2
(34) Cc1ccc(OC(=S)Nc2ccc(O)cc2)cc1
    2	6	6	11	14	13	-1	2	14
(35) COc1ccc(CN(CCC(c2ccccc2)c2ccc(OC(C)C)cc2)C(=O)CCl)cc1OC (centres undefined)
    -1	1	-4	4	5	78*	6	15	11
(36) C=CCN(C(=O)c1csnn1)C(C(=O)NC1CCCC1)c1ccccc1F (centres undefined)
    1	3	5	-1	5	2	-3	9	1
(37) CCN1CCN(c2nn3c(=O)c4ccccc4nc3c3ccccc23)CC1
    0	3	0	1	-62	3	2	-4	6
(38) COc1ccccc1C(CNC(=O)CNC(=O)c1ccc(Cl)c(Cl)c1)N1CCCC1 (centres undefined)
    -1	3	2	3	13	·	-1	-5	1
(39) CC(C)(C)c1ccc(NC(=O)COC(=O)c2ccc3ncsc3c2)cc1
    -5	1	-16	-2	9	·	-4	-5	1
(40) Cc1ccc(C)c(N(C(=O)c2csnn2)C(C(=O)NC2CCCCC2)c2ccccn2)c1 (centres undefined)
    0	1	-1	3	2	-1	5	-8	-2
(41) Cc1cc(Br)c(OCc2ccc(C(=O)N/N=C3\CC(=O)CC(C)(C)C3)cc2)c(Br)c1
    0	-5	-2	8	-22	1	-2	11	0
(42) COc1ccc(N2CCN(C(=O)CCc3nnc4ccc(N5CCOCC5)nn34)CC2)cc1
    -1	-1	-5	-3	3	-5	-1	-6	-3
(43) Cc1cc(NC(=O)CCC(=O)N(CC(=O)NC2CCCC2)c2cccc(C)c2C)no1
    -1	0	-3	5	6	-3	-1	-1	-4
(44) CN(Cc1ccccc1F)C(=O)CN1c2cccc3cccc(c23)S1(=O)=O
    0	0	0	9	-8	7	2	5	-3
(45) COCCSc1ccccc1C(=O)Nc1cc(C)ccn1
    0	-1	-2	1	-6	1	8	3	3
(46) CCOc1ccc(-c2nnc(-c3cccs3)o2)cc1
    -3	6	-22	1	-6	0	6	2	-6
(47) CCCN(CC(=O)Nc1ccccc1OC)C(=O)c1ccc(COc2ccccc2)o1
    2	4	4	1	-1	·	2	5	-2
(48) Brc1ccc(/C=N/Nc2nc3ccccc3o2)cc1
    -3	9	31*	4	9	-3	8	4	-7
(49) COc1ccc(NC(=O)N2CCCC(CNS(=O)(=O)c3cccs3)C2)c(C)c1 (centres undefined)
    2	-1	4	0	8	10	4	12	-5
(50) COc1ccc(N=Nc2ccc(CO)cc2)cc1
    -1	8	3	2	15	4	0	0	2
(51) CCOC(=O)c1c(NC(=O)CC2Nc3ccccc3NC2=O)sc(C)c1C (centres undefined)
    1	3	4	13	9	0	3	-1	-2
(52) c1ccc(N2CCN(c3ccccc3)C2c2cccnc2)cc1
    3	-2	0	6	18	7	7	5	0
(53) Cn1c(SCC(=O)c2ccc3c(c2)OCO3)nnc1C1COc2ccccc2O1 (centres undefined)
    -1	4	-2	1	-17	17	4	4	-2
(54) CC(=O)N1N=C(c2cccs2)CC1c1ccco1 (centres undefined)
    -1	3	3	2	13	0	6	-1	-5
(55) OCCCNCc1cccc2ccccc12
    1	0	0	3	6	-7	11	3	2
(56) CCC1Sc2ccccc2N(CC(=O)NCCC(C)C)C1=O (centres undefined)
    1	-2	-1	-1	14	-6	0	-10	2
(57) O=C(CNS(=O)(=O)c1ccccc1)N/N=C\c1ccc(Cl)cc1
    -2	6	2	8	-23	-4	6	8	-3
(58) Cc1cccc(CSc2nc3c(c(-c4cccs4)c2C#N)CN(C)CC3)c1
    -2	3	-3	15	22	7	3	5	3
(59) CCOC(=O)C1=C(Cn2cnc3ccccc32)NC(=O)NC1c1cc(C)ccc1C (centres undefined)
    -1	5	0	4	8	0	13	6	-3
(60) Cn1c(=O)oc2cc(S(=O)(=O)NCCC(=O)N3CCc4ccccc43)ccc21
    -8	-3	5	7	3	12	3	-5	-2

Next records:
The line under a structure holds: LYPLA1 counter	PAFAH1B2 inh	PME-1 inh	pPAFAH FP inh	PREPL inhibitor	GSTO1 inh	PAFAH1B3 FP inh	LYPLA2 counter	PAD4 FP inh
(61) COc1cccc(CNC(=O)C2CCCN(c3ncnc4c3nc3n4CCCCC3)C2)c1 (centres undefined)
    -3	6	1	4	13	2	8	-3	-3
(62) COc1ccc(CCNC(=O)CN2c3cccc4cccc(c34)S2(=O)=O)cc1OC
    3	2	4	-6	1	-1	7	-1	-10
(63) COc1ccc(S(=O)(=O)NC(C)C(=O)NCc2ccco2)cc1OC (centres undefined)
    1	3	1	3	4	8	9	0	-2
(64) CCn1c2c(c3cc(OCC(C)C)ccc31)CCCC2=O
    4	1	-4	14	12	-1	-6	5	-2
(65) CCOc1cc(/C=N/NC(=O)c2cccs2)ccc1OC(=O)N1CCOCC1
    -3	0	5	-5	-6	-5	10	-6	-4
(66) CCOC(=O)c1c(NC(=O)CN2C(=O)NC3(CCCC3)C2=O)sc(C)c1CC
    -5	6	-4	0	2	-7	1	-5	-7
(67) COC(=O)c1sccc1-c1ccc(C(=O)Nc2cccnc2)o1
    -4	4	-8	-3	-17	-6	4	2	3
(68) CN(C)C(=O)OCc1c(-c2ccccc2)ncc2ccccc12
    3	-2	4	-2	2	·	6	2	0

Assay outcomes as filed in PubChem BioAssay.
